PHOSPHO1 inh: PubChem AID 1565. 290,000 tested, 1.1% active. recombinant PHOSPHO1, absorbance phosphatase assay. inhibition, % at 13.3 µM. Phosphoethanolamine/phosphocholine phosphatase (Homo sapiens), Q8TCT1; in the data active means inhibition above about 60%
Target sequence (Q8TCT1 whole entry, looked up): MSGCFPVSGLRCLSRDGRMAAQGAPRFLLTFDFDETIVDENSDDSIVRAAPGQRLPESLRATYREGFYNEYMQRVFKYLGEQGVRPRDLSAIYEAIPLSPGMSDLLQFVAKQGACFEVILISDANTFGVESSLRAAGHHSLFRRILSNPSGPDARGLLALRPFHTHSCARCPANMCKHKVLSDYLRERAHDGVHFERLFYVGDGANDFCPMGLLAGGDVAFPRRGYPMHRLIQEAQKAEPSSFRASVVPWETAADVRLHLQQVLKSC
V1aR counter: agonists of human V1a receptor, primary screen, counter-screen for OXTR agonist project, fluorescence, CHO-V1R cells; Fluo-8 calcium fluorescence, agonist mode; 0% DMSO, 100% 3 nM vasopressin; activation, % at 3 µM; 320,000 tested, 0.25% active;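 active means activation above the mean activation of all tested compounds plus 3 SD, per screening run, cut at about 20% in these data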;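 further: signal is peak over basal fluorescence ratio across a 100 second FLIPR read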
OXTR agonist: human OXTR agonists, primary screen, fluorescence, CHO-OTR cells, Fluo-8 calcium | Fluo-8 calcium fluorescence; normalized: DMSO 0%, oxytocin 100% | activation, % at 3 µM | 320,000 tested, 0.32% active | AID 2435, 2010;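 active means activation above the mean of all tested compounds plus 3 SD, cutoff set per screening run, cut at about 20% in these data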;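 further: peak over basal fluorescence ratio from a 100 s FLIPR kinetic read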
NALP1 yeast inh: NALP1 inflammasome inhibitors in reconstituted yeast, colorimetric, S. cerevisiae, triplicate retest. S. cerevisiae NALP1/ASC/caspase-1 growth, X-gal OD620, 72 h. inhibition, % at 10 µM. 280,000 tested, 0.61% active. AID 2071, 2009; in the data active means inhibition mostly above about 24%, no sharp cut-off; inactive means mostly below about 32%; further: some compounds called inactive have numbers as strong as hits
MEKK3 PB1 HTS: modulators of MEKK3-MEK5 PB1 binding, primary screen, biochemical, wildtype MEKK3, multiplex bead flow cytometry, Alexa488-MEK5 | Mitogen-activated protein kinase kinase kinase 3 (Homo sapiens), Q99759 | bead-based flow cytometry, Alexa488-MEK5 binding to MEKK3; actives lie on both sides; 0 = blocked by unlabeled MEK5, 100 = vehicle | binding response (% of control), % at 10 µM | 290,000 tested, 1.4% active;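 active means binding response more than 3 SD above or below the average of its plate-row segment, actives on both sides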;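 further: Alexa488 bead fluorescence after subtracting the streptavidin-only scavenger bead signal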
MEKK2 WT-MEK5: modulators of MEK5 binding to wildtype MEKK2, primary screen, biochemical, multiplex bead flow cytometry, Alexa488-MEK5. 290,000 tested, 1.1% active. AID 1531, 2009. Mitogen-activated protein kinase kinase kinase 2 (Homo sapiens), Q9Y2U5. Alexa488-MEK5 binding to MEKK2 WT; actives lie on both sides. binding response (% of control), % at 10 µM; in the data active means binding response below about 67% or above about 130%
GalR3 antag: GalR3 antagonists in HEK293 cells, primary screen, cell-based, fluorescence readout | HEK293 GalR3-CNG cAMP membrane potential fluorescence; galR3 body fused to GalR1 C-terminus | inhibition, % at 3 µM | 360,000 tested, 0.44% active | AID 651719, 2012;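 active means inhibition above the screen-wide average plus 3 SD, cut at about 13% in these data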;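 further: forskolin and galanin both at EC90 stimulate the cells; cAMP rise reported by CNG channel membrane potential dye signal; 0% = forskolin plus galanin with DMSO and 100% = forskolin alone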
Target sequence (O60755 1-299 limits assumed): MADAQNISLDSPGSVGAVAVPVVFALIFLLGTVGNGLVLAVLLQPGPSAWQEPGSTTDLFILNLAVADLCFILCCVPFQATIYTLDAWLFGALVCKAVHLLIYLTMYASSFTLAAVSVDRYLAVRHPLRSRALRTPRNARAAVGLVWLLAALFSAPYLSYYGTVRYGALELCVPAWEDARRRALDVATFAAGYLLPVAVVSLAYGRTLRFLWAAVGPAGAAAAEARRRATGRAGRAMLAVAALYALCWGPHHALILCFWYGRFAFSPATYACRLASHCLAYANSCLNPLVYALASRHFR
GPR7 antag: GPR7 receptor antagonists, primary screen, cell-based, fluorescence, single concentration; Neuropeptides B/W receptor type 1 (Homo sapiens), P48145; GPR7-expressing cells, fluorescence antagonist assay; inhibition, % at 4.4 µM; 290,000 tested, 1.1% active; AID 1861, 2009; in the data active means inhibition above about 16%, passing the limit was not always enough;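 further: cells stimulated with the agonist NPW; 0% = agonist with vehicle and 100% = vehicle without agonist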
Target sequence (P48145 whole entry, looked up): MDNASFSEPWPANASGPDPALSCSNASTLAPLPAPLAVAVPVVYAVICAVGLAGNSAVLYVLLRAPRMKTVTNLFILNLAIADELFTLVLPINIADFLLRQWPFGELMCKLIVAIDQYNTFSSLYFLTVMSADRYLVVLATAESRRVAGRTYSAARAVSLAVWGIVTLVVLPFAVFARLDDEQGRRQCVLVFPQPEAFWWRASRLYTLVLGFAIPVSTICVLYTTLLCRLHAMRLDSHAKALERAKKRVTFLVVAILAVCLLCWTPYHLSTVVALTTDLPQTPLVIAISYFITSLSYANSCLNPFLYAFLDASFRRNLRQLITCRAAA
MEKK2 mut-MEK5: MEK5 binding signal on mutant MEKK2 PB1, primary screen, biochemical, multiplex bead flow cytometry, Alexa488-MEK5 | Alexa488-MEK5 binding to MEKK2 mutant | percent response, % at 10 µM | 290,000 tested, 0.35% active; in the data active means percent response above about 24%, passing the limit was not always enough; further: inactives centre near 1; some results filed as inactive read as strong as hits; reference of the scale not given here
Numbers without * were called inactive; . = not tested or not shown; [ ] = another dose, or the depositor's remark.

smiles	PHOSPHO1 inh	V1aR counter	OXTR agonist	NALP1 yeast inh	MEKK3 PB1 HTS	MEKK2 WT-MEK5	GalR3 antag	GPR7 antag	MEKK2 mut-MEK5
O=C(CC1C(=O)NCCN1Cc1ccccc1C(F)(F)F)NCCN1CCCCC1=O (configuration not stated)	26	-0.5	0.1	18	99	100	-9	-14	2
O=C(CCCN1C(=O)c2ccccc2C1=O)Nc1ccccc1C(=O)N1CCOCC1	-5	0.1	0.1	19	101	99	3	8	-3
Cc1ccc(C(=O)N[C@@H](C)CN2C3=NC[C@H](C(C)C)N3C[C@H]2Cc2ccc(O)cc2)cc1Br	5	0.5	-1.5	12	105	128	-7	25	21
COc1ccccc1/C=C/CN1CCC(n2nccc2NC(=O)C2CC2)CC1	63*	1.8	-0.1	4	100	108	-5	-15	8
CC(=O)Nc1nn(C)c2nc3cc(C)ccc3cc12	0	0.6	-0.5	-2	103	104	-3	0	14
COC(=O)c1sccc1NC(=O)Cn1nnc(-c2ccccc2C)n1	-7	-0.9	-0.4	3	88	86	1	0	-10
N#C/C=C(/c1ccc(F)cc1)N1CCOCC1	28	-0.4	1.5	-1	91	91	4	-13	-8
CCOc1ccc(NC(=O)Cc2ccccc2)cc1	7	-0.4	-1.8	30	101	104	-1	-2	-2
Cc1noc(C)c1COc1cccc(C(=O)Nc2ccc3c(c2)OCO3)c1	-3	-1.5	-1.8	5	101	103	-4	11	2
CC(=O)Nc1c(Cl)cc([N+](=O)[O-])c2ccccc12	0	-0.2	0.6	29	96	94	0	-4	-2
CCOc1ccccc1NC(=O)COC(=O)CSc1ccc(Cl)cc1	3	-0.2	0.3	32	100	96	-3	11	-1
COc1ccc(NC(=O)c2nc(S(=O)(=O)Cc3cccc(C)c3)ncc2Cl)c(OC)c1	-4	0.5	-1.9	6	99	97	-2	1	-1
O=C(O)C[C@H]1c2cc(C(F)(F)F)ccc2S(=O)(=O)N1C1CCCCC1	.	0.8	-0.4	.	104	106	-1	.	2
COc1ccc(-c2nc3cc(NC(=S)NC(=O)Cc4ccccc4)ccc3o2)cc1	-4	-0.3	-0.2	12	103	104	-1	-9	0
COc1ccc([N+](=O)[O-])cc1NC(=O)C(C)N(C)Cc1cccc(OC)c1OC (configuration not stated)	3	-1.1	-2.3	33	61	81	-3	-1	-2
CS(=O)(=O)c1ccc2nc(NC(=O)c3cc(-c4ccccc4)nn3-c3ccccc3)sc2c1	-8	-0.4	-0.2	12	105	102	-5	-6	-1

Some of these compounds in order of the NALP1 yeast inh value, highest first:
SMILES,PHOSPHO1 inh,NALP1 yeast inh,MEKK3 PB1 HTS,MEKK2 WT-MEK5,GalR3 antag,GPR7 antag,MEKK2 mut-MEK5
COc1ccc([N+](=O)[O-])cc1NC(=O)C(C)N(C)Cc1cccc(OC)c1OC (configuration not stated),3,33,61,81,-3,-1,-2
CS(=O)(=O)c1ccc2nc(NC(=O)c3cc(-c4ccccc4)nn3-c3ccccc3)sc2c1,-8,12,105,102,-5,-6,-1
Cc1noc(C)c1COc1cccc(C(=O)Nc2ccc3c(c2)OCO3)c1,-3,5,101,103,-4,11,2

New compounds follow:
smiles	PHOSPHO1 inh	V1aR counter	OXTR agonist	NALP1 yeast inh	MEKK3 PB1 HTS	MEKK2 WT-MEK5	GalR3 antag	GPR7 antag	MEKK2 mut-MEK5
COc1ccccc1N(CC(=O)NCCC1=CCCCC1)S(=O)(=O)c1ccccc1	46	-1.3	-1.8	-1	98	91	-7	3	-3
CCCCn1cnc2c1c(=O)n(C)c(=O)n2C	7	-0.5	0.7	22	101	98	-6	-3	0
Cc1cc(C)cc(NC(=S)N(Cc2cccc(Br)c2)CC2CCC(C(=O)O)CC2)c1 (configuration not stated)	-16	-0.7	-0.5	-12	100	91	-2	0	-4
COc1ccc(/C=N/NC(=O)Cn2cnc3c2c(=O)n(C)c(=O)n3C)c(OC)c1OC	3	-0.4	-0.4	.	71*[inhibitor]	67	1	-7	-33
Cn1cc(Br)c(C(=O)N/N=C/c2cc3ccccc3nc2Cl)n1	26	.	.	3	98	97	-2	14	-1
CCOP(=O)(OCC)C(Nc1cccc(C(F)(F)F)c1)c1ccc(C)cc1 (configuration not stated)	-4	0.1	-2.1	27	66*[inhibitor]	103	1	-8	0
O=C(NCc1ccccc1C(F)(F)F)C1CCC(=O)N(C2CCCCCC2)C1 (configuration not stated)	10	0.1	-1.4	-72	106	110	-4	-7	6
CCOc1ccc(NC(=O)CN(C)c2nnnn2-c2ccccc2)cc1OCC	16	1.3	0.3	-14	104	101	-6	-6	2
CCOc1ccccc1NC(=O)NC(C)c1ccc2c(c1)OCO2 (configuration not stated)	41	0.0	-0.9	2	101	96	-3	-21	-4
C=CCc1cccc(C=Nc2ccc(Br)cc2)c1O	11	0.3	0.4	16	94	92	-2	0	-12
O=C(C1=C(O)C(=O)N(CC2CCCO2)C1c1ccc(Cl)cc1)c1ccco1 (configuration not stated)	35	0.1	0.4	-7	103	105	-5	-2	4
CCN(CC)c1nc(N)n(CCSC(=S)N(C)C)c(=O)n1	40	-0.2	0.5	27	68	83	3	3	-14
CCCc1cc(=O)oc2c(C)c(OCC(=O)NCCCN3CCOCC3)ccc12	46	0.3	0.7	6	100	106	11	-15	8
CCC1CCCCN1CCCNC(=O)CN1C(=O)c2cccnc2Oc2ccc(Cl)cc21 (configuration not stated)	14	0.2	-0.5	15	100	104	2	-1	10
O=C(CSC1=NCCS1)Nc1ccccc1F	9	8.6	8.7	3	101	104	2	1	7
COc1ccc(-n2nc(C)c3c(=O)c4c([nH]c32)CCCC4)cc1	35	.	.	9	111	116	-11	0	16
CCOc1ccc(NC(=O)CCc2ccc(C)o2)cc1	38	0.1	-2.3	23	99	101	0	0	0
S=C(Nc1ccc(Cl)c(Cl)c1)NC1CCN(Cc2ccccc2)CC1	0	39*	42*	-165	111	168*	-7	33*	34*
CNC(=S)N1N=C(c2ccc(OC)cc2)CC1c1ccc(N(C)C)cc1 (configuration not stated)	4	0.1	-1.3	10	105	103	-6	22*	3
Cc1cc2nc3c(=O)[nH]c(=S)[nH]c3nc2cc1NC(=O)C(F)(F)F	36	80*	55*	-17	105	107	-9	-1	6
Cc1ccc(CNC(=O)C(=O)c2cn(CC(=O)N3CCCC3)c3ccccc23)cc1	57	0.2	-0.8	5	107	110	-3	-12	10
Oc1[nH]c2ccc(Br)cc2c1N=NC(=S)NCC1CCCO1 (configuration not stated)	24	-1.1	0.2	14	94	93	2	-2	-1
CC(=O)Nc1cccc(NC(=O)C2CC(=O)N(c3ccc(C)cc3)C2)c1 (configuration not stated)	-3	0.4	0.8	29	106	104	-6	-7	2
CCc1cccc(NC(=O)C2CCCN(S(=O)(=O)c3c(C)[nH]c(=O)[nH]c3=O)C2)c1 (configuration not stated)	16	0.1	0.0	-6	105	106	1	22	18
Cc1ccc(OCc2cc(C(=O)NCc3cn4ccccc4n3)no2)cc1C	6	6.1	6.5	15	105	113	-9	-9	6
COc1cc(C(=O)Oc2ccc3ccc(O)cc3c2)cc(OC)c1OC	29	1.1	-1.1	12	99	102	-9	-18	3
COC(=O)CSc1nnc(SCc2ccc(OC)cc2)s1	0	1.4	-2.1	5	.	.	-10	7	.
COc1ccc(S(=O)(=O)N2CCC(C(=O)NCc3ccco3)CC2)cc1	48	0.8	-0.1	-5	98	99	-1	80*	1
O=[N+]([O-])c1ccc2c(c1)nc1n2CCN(c2ccccc2)C1	-6	0.4	-1.8	.	91	81	3	2	-24
COc1cccc(CN2CCNC(=O)C2CC(=O)O)c1OC (configuration not stated)	24	1.0	1.0	5	104	104	3	0	2
Nc1cccc(C(=O)NCCNC(=O)c2cccc(N)c2)c1	19	0.1	1.2	16	98	98	-8	-7	7
COc1cc(NC(=O)CNc2cccc(S(=O)(=O)N3CCCC3)c2)cc(OC)c1	4	8.7	2.5	13	96	98	-3	31*	0
Cc1cc(C)cc(NC(=O)CN2CCN(CCN=CC3=C(O)CC(c4ccc(Cl)cc4)CC3=O)CC2)c1 (configuration not stated)	41	5.9	4.3	-1	96	105	-7	2	-1
CC(CN1CCOCC1)OC(=O)Cc1ccc(Cl)cc1 (configuration not stated)	20	-0.2	0.8	-5	105	103	-7	-18	5
O=C(CNC(=O)OCc1ccccc1)NC1CCCCCCC1	7	0.0	-1.7	31	94	99	-5	12	-1
Nc1cc(=O)[nH]c(=O)n1Cc1ccco1	-6	1.2	0.3	31	92	99	2	-5	-2
CC12CCC(C(=O)NNC(=O)c3ccc(F)cc3)(OC1=O)C2(C)C (configuration not stated)	23	0.4	-0.2	9	101	99	-1	16	2
CCc1cc(=O)oc2cc(C)cc(OCC(=O)NCCN3CCOCC3)c12	15	0.0	-0.3	28	99	95	3	-11	-5
CC1=CC(C)C(/C=N/n2cnnc2)C(C)C1 (configuration not stated)	9	0.3	-1.0	-10	96	98	-1	-11	4
C=CCNC(=O)CSc1nnc(-c2cccs2)o1	11	-0.4	-0.9	-7	96	95	-3	-4	13
CCNC(=O)N1C(=O)C2(OCCO2)c2cc(Br)ccc21	-4	-1.0	-0.2	-8	103	102	-6	4	2
COc1ccc(C(=O)NC2=NCCS2)c(OC)c1	25	.	.	2	105	115	-9	-3	8
COC(=O)c1ccc(Oc2nc(C)cc(Oc3ccccc3)n2)cc1	-7	-0.9	-1.7	-87	103	102	-5	0	11
O=C(O)CCNS(=O)(=O)c1ccc(Oc2ccccc2Cl)cc1	9	-0.8	1.2	-13	100	97	-1	-7	1
COc1ccccc1/C=C/C(=C1/C(=O)N(c2ccccc2)N=C1C)c1ccc(C)cc1	4	0.0	0.8	4	102	93	0	-3	1
Cc1cccc(C)c1NC(=O)c1ccc(-n2cncn2)nc1	-6	0.2	0.3	37	96	96	-3	-5	-7
CCCC(=O)Nc1nnc(C2CCCO2)s1 (configuration not stated)	28	1.1	0.4	9	99	95	-2	-4	-7
COc1ccccc1N(CC(=O)Nc1c(C)n(C)n(-c2ccccc2)c1=O)S(=O)(=O)c1ccc(C)cc1	-34	-1.2	-1.8	-12	104	106	-1	-22	3

Compounds from the list above with a thiophene ring, fused or not:
smiles	PHOSPHO1 inh	V1aR counter	OXTR agonist	NALP1 yeast inh	MEKK3 PB1 HTS	MEKK2 WT-MEK5	GalR3 antag	GPR7 antag	MEKK2 mut-MEK5
COC(=O)c1sccc1NC(=O)Cn1nnc(-c2ccccc2C)n1	-7	-0.9	-0.4	3	88	86	1	0	-10
C=CCNC(=O)CSc1nnc(-c2cccs2)o1	11	-0.4	-0.9	-7	96	95	-3	-4	13

The results go on:
smiles	PHOSPHO1 inh	V1aR counter	OXTR agonist	NALP1 yeast inh	MEKK3 PB1 HTS	MEKK2 WT-MEK5	GalR3 antag	GPR7 antag	MEKK2 mut-MEK5
CC(C)(CC(=O)O)Cc1nc(-c2ccc(Cl)cc2)no1	-20	0.3	0.7	5	109	111	2	-6	6
Cn1cccc1/C=N/N1CCN(Cc2ccccc2Cl)CC1	-2	0.2	-0.1	.	99	105	-3	-14	8
Cc1ccccc1OCC(=O)NNC(=O)CN1C(=O)c2ccccc2C1=O	0	-0.1	-0.2	18	114	102	-3	-5	0
CC1CCN(C(=O)c2ccc(Br)c(S(=O)(=O)N3CCOCC3)c2)CC1	14	1.1	0.7	16	102	107	-10	-3	8

Screens deposited in PubChem by several laboratories.

An unsorted share of the library, and some 5.4% of all compounds hit somewhere here.
